MEP2-GFP yeast: modulators of MEP2-GFP levels in yeast, primary screen, S. cerevisiae, multiplex flow cytometry, MLPCN library; S. cerevisiae MEP2-GFP strain, 3 h; 100% = DMSO control level; GFP response vs DMSO, % at 10 µM; 330,000 tested, 0.51% active;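 active = GFP response versus DMSO above a set limit, roughly screen mean plus 3 SD, cut at about 180% in these data; inconclusive = fewer than 70 cells counted for a yeast strain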;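 note: median GFP fluorescence of the barcode-gated MEP2-GFP cells per well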
AGP1 TOR yeast: modulators of AGP1-GFP expression in yeast TOR pathway, primary screen, cell-based, multiplex flow cytometry, S. cerevisiae, MLPCN library. 3 h; GFP as percent of DMSO wells. GFP response vs DMSO, % at 10 µM. 320,000 tested, 0.02% active;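 active = GFP response relative to DMSO above a set limit, near screen average plus 3 SD, cut at about 150% in these data; inconclusive = fewer than 70 cells counted for the yeast strain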;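 note: median GFP channel fluorescence of the gated AGP1 strain per well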
CIT2-GFP yeast: modulators of CIT2-GFP expression in yeast, primary screen, S. cerevisiae, GFP fusion, multiplex flow cytometry, MLPCN library; S. cerevisiae CIT2-GFP strain, 3 h; 100 means same as DMSO wells; GFP response vs DMSO, % at 10 µM; 320,000 tested, 0.065% active; AID 2029, 2009;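 active = GFP response relative to DMSO above a set limit, near the screen mean plus 3 SD, cut at about 150% in these data; inconclusive = Fewer than 70 cells measured for a yeast strain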;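 note: ratio of well median GFP fluorescence to mean of DMSO wells on the plate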
proCasp3 act: activators of human procaspase-3 D3A mutant, primary screen, biochemical, absorbance, PC-3 D3A mutant, single concentration; Caspase-3 (Homo sapiens), P42574; recombinant procaspase-3 D3A, Ac-DEVD-pNA absorbance 405 nm; activation, % at 8.5 µM; 330,000 tested, 0.11% active;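 active = activation above the mean of all tested compounds plus 3 SD, cut at about 21% in these data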;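 note: 0% = DMSO alone and 100% = DMSO wells spiked with extra 5 µM PC-3 D3A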
Target sequence (P42574 whole entry D9A/D28A/D175A): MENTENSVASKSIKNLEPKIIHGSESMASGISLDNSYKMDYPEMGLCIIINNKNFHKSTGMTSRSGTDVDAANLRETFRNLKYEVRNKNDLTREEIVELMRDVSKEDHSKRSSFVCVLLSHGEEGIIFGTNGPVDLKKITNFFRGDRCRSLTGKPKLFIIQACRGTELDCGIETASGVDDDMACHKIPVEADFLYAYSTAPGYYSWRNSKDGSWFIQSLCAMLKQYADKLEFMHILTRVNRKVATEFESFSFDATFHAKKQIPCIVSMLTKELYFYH
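Technique: 405 nm absorbance of p-nitroaniline, reads at 0 and 120 min; Test system: Procaspase-3 D3A mutant; Incubation: 1 h enzyme-compound preincubation, then 2 h substrate reaction, 25 °C; Repeats: singlicate, each compound tested once; Benchmarks: low control DMSO wells, high control DMSO plus 5 µM PC-3 D3A.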
AHR activator: AHR activators, primary screen, cell-based, luminescence, luciferase reporter, human; Aryl hydrocarbon receptor (Homo sapiens), P35869; AHR-responsive luciferase reporter cells; activation, % at 5 µM; 320,000 tested, 2.5% active; AID 2796, 2010; in the data active = activation above about 47%;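 note: 0% = vehicle wells and 100% = reference agonist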
LAP4-GFP MLPCN: modulators of LAP4-GFP expression in yeast, primary screen, S. cerevisiae, multiplex flow cytometry, MLPCN library; GFP response vs DMSO, % at 10 µM; AID 2023, 2009; 320,000 tested, 0.34% active; 3 h; median GFP as percent of DMSO wells;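 active = GFP response vs DMSO above a set limit, about the screen mean plus 3 SD, cut at about 150% in these data; inconclusive = under 70 cell events counted for the yeast strain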
RPL19A-GFP yeast: RPL19A-GFP expression modulators in yeast, primary screen, cell-based, S. cerevisiae, multiplex flow cytometry, MLPCN; S. cerevisiae RPL19A-GFP strain, 3 h; stronger effect = lower value; percent response vs DMSO, % at 10 µM; 330,000 tested, 0.3% active;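 active = percent response vs DMSO below 50%; inconclusive = fewer than 70 events counted for the yeast strain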;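 note: median channel GFP fluorescence of the barcoded RPL19A-GFP strain; ratio of sample median GFP to plate DMSO average so 100% = DMSO; lower means less RPL19A-GFP as with rapamycin TOR inhibition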
proCasp7 act: procaspase-7 activators, primary screen, counter-screen for procaspase-3 activator project, biochemical, absorbance, HTS, human; AID 463210, 2010; recombinant procaspase-7, Ac-DEVD-pNA absorbance 405 nm; D23A/D198A/D206A triple mutant, cannot self-cleave; scale: DMSO 0, 5 µM enzyme 100; Caspase-7 (Homo sapiens), P55210; activation, % at 8.5 µM; 330,000 tested, 0.093% active;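 active = percent activation above the screen-wide mean plus 3 SD, cut at about 25% in these data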
Target sequence (P55210 whole entry D23A/D198A/D206A): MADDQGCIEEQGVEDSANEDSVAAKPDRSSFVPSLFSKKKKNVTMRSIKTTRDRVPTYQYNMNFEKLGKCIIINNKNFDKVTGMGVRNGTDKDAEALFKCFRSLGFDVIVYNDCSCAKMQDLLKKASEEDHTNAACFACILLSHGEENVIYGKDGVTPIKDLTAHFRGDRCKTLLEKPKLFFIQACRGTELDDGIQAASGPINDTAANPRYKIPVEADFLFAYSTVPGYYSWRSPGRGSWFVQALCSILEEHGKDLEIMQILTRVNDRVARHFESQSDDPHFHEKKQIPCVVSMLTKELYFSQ
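Assay system – Uncleavable procaspase-7 mutant enzyme · Quantity – 2 µM procaspase-7 mutant as dispensed · Times – 1 h preincubation, 2 h reaction · Dosing – single nominal 8.5 µM compound dose, 0.8% DMSO final · Buffer or medium – Zinc-free 50 mM HEPES buffer, pH 7.4, with NaCl and Triton X-100 · Detection – Epi-absorbance of released pNA at 405 nm, two timepoints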
Active calls of the source: *; ? = inconclusive; . = no result given; [ ] = dose if it differs, or a comment.

compound	AHR activator	AGP1 TOR yeast	LAP4-GFP MLPCN	proCasp3 act	MEP2-GFP yeast	proCasp7 act	CIT2-GFP yeast	RPL19A-GFP yeast
CC(C)(C)C(=O)C(Cc1ccccc1Cl)n1cncn1 (configuration not stated)	10.6	94.2	92.9	3.1	93.2	3.8	84.8	97.5
CCCN(Cc1cc2ccc(C)cc2[nH]c1=O)C(=O)c1ccccn1	7.0	98.2	104.3	0.4	99.5	-4.4	97.6	92.9
C=C[C@@H]1c2ccccc2N(S(=O)(=O)c2ccc(C)cc2)[C@H](c2ccc(OC(C)=O)cc2)C1(C#N)C#N	5.9	96.3	93.0	-2.7	94.1	-1.5	101.5	97.3
O=C(Cn1cncn1)N/N=C/c1ccccc1O	1.5	100.2	100.6	6.3	100.5	6.8	91.8	96.2
O=C(CN1C(=O)c2ccccc2S1(=O)=O)NCc1ccc(F)cc1	-1.4	106.2	103.4	1.6	94.7	7.4	94.1	95.0
CC(OC(=O)c1cc(Cl)ccc1[N+](=O)[O-])C(=O)NC(C)c1ccc(F)cc1 (configuration not stated)	-2.3	95.3	88.0	-6.5	100.8	3.1	92.2	103.2
Cn1c(CNC(=O)c2ccco2)nnc1SCC(=O)Nc1ccc(Cl)cc1	-0.2	93.1	89.7	-4.7	93.6	-6.1	99.1	90.3
CC(C)CNC(=S)N1CCN(C)CC1	-0.6	102.1	93.7	5.1	102.3	-4.4	97.1	99.2
Cc1cccc(NC(=O)c2ccc(S(=O)(=O)N3CCCC3)cc2)c1C	1.0	95.0	108.4	-2.7	104.5	-2.9	102.2	102.9
Cc1ccc(Nc2nc3ccc(Cl)cc3n3cnnc23)cc1F	5.1	103.9	106.0	-4.3	115.2	-2.0	101.4	108.1
COc1ccc2c(C)c(C(=O)N3CC[C@@H](N4CCC(O)CC4)[C@H](O)C3)oc2c1	-3.7	102.4	96.5	10.5	94.5	16.0	100.9	107.1
CCO[C@@H]1OC(C(=O)N2CCN(C)CC2)=C[C@H](c2coc3ccccc3c2=O)[C@H]1CCCO	-0.8	78.5	125.7	1.3	91.7	2.2	66.6	94.6
CCOC(=O)N1CCC(N(CCN(C)C)C(=S)Nc2ccc(OCC)cc2)CC1	-1.6	102.5	102.8	-4.8	99.5	-10.0	108.2	98.8
CC1(C)C(N(O)C(=O)Nc2ccc(Cl)cc2)N(c2ccc(Cl)cc2)C(=O)N1CC(=O)NN (configuration not stated)	-1.8	23.3[may fluoresce violet]	102.7[may fluoresce violet]	5.3	269.4*[may fluoresce violet]	-1.0	?	62.3[may fluoresce violet]
O=C(COc1ccccc1)NCC(=O)N/N=C/c1ccc(Br)cc1	6.7	104.0	101.1	4.4	98.0	-5.1	111.4	98.5
O=C(Oc1ccccc1C(=S)N1CCOCC1)c1ccccc1	0.8	90.5	77.9	2.0	95.6	-8.5	85.8	95.0
Cc1ccc(NC(=O)NC2CCCCCCC2)cc1	.	90.0	72.0	.	101.9	.	89.9	113.6
Cc1noc(C)c1C(=O)NCCCc1ccccc1	0.8	94.9	101.7	1.1	93.0	5.5	85.6	90.0
Cc1nc2ccccc2n1CC(=O)NN	2.1	102.8	88.4	4.2	103.3	-11.0	107.1	104.2
COc1cccc(C(=O)NC(=S)Nc2ccc(Cl)cc2C(=O)O)c1	2.8	106.0	107.7	-6.1	102.0	-12.5	107.4	102.2

Arranged by value in RPL19A-GFP yeast (highest first): some entries from above.
Structure,AHR activator,AGP1 TOR yeast,LAP4-GFP MLPCN,proCasp3 act,MEP2-GFP yeast,CIT2-GFP yeast,RPL19A-GFP yeast
Cc1ccc(NC(=O)NC2CCCCCCC2)cc1,.,90.0,72.0,.,101.9,89.9,113.6
CCOC(=O)N1CCC(N(CCN(C)C)C(=S)Nc2ccc(OCC)cc2)CC1,-1.6,102.5,102.8,-4.8,99.5,108.2,98.8
O=C(Cn1cncn1)N/N=C/c1ccccc1O,1.5,100.2,100.6,6.3,100.5,91.8,96.2

Following part:
compound	AHR activator	AGP1 TOR yeast	LAP4-GFP MLPCN	proCasp3 act	MEP2-GFP yeast	proCasp7 act	CIT2-GFP yeast	RPL19A-GFP yeast
COc1cccc(N/C(N)=N/c2nc(C(F)(F)F)cc(=O)[nH]2)c1	12.2	99.6	97.3	-2.5	103.7	0.9	90.3	111.5
CCN(CC)C(=O)c1c(C)[nH]c(=S)c(C#N)c1-c1ccco1	-0.7	96.8	89.6	-20.6	95.7	-27.3	94.9	98.5
COc1ccc(NCc2nnc(SCC(=O)Nc3ccccc3OC)o2)cc1	10.7	90.2	99.4	2.1	102.4	-1.9	93.5	98.9
CC(=O)NC(C)c1cc(Cl)c2cccnc2c1O (configuration not stated)	4.7	89.8	98.7	-5.1	78.2	14.2	89.2	90.4
O=C(COc1ccccc1)NCC(=O)N/N=C/c1cc(Br)ccc1OCc1ccccc1	17.4	98.5	95.6	1.8	95.3	0.7	97.8	107.4
COc1ccccc1/C=C(/CC(=O)NCc1ccc2c(c1)OCO2)c1nc2ccccc2s1	81.0*	101.6	93.1	-8.1	101.3	3.8	102.3	103.7
O=C(NCc1ccco1)c1ccc(Cn2c(=O)c3ccccc3n(Cc3cccc(F)c3)c2=O)cc1	2.1	99.4	101.5	6.1	96.6	2.9	94.4	102.2
C#CCOCCOCCOCCNc1nc(N2CCN(C(=O)[C@H](CCCN=C(N)N)n3cc(C(N)[C@@H](C)CC)nn3)CC2)nc(N2CCN(C(=O)[C@H](CCC(=O)O)n3cc([C@@H](N)CO)nn3)CC2)n1 (some centres not stated)	1.0	87.0	88.2	4.4	88.4	9.8	92.9	89.8
O=C(/C=C/c1cccc([N+](=O)[O-])c1)NCCSCc1ccc(Cl)cc1	1.7	96.5[may fluoresce green]	114.3[may fluoresce green]	1.3	98.4[may fluoresce green]	-1.2	87.0[may fluoresce green]	99.7[may fluoresce green]
COc1cccc(CNc2cccc(C(F)(F)F)c2)c1O	5.0	95.3	109.2	2.9	111.0	-1.7	93.4	101.0
O=C(CCc1nc(-c2ccccc2)no1)NCCc1ccccc1	0.0	100.7	109.5	12.1	104.4	7.4	98.6	98.0
CN1CCN(Cc2c(O)ccc3occ(C(=O)c4ccccc4)c23)CC1	0.5	112.6	107.0	-1.7	106.1	-15.2	114.2	115.4
Cc1cc(C(=O)N(C)CC(=O)Nc2cccc(F)c2)no1	-3.1	108.4	100.2	5.8	95.4	7.8	101.5	98.3
COc1ccc(CCNS(=O)(=O)c2ccc(C3CNC(=O)C3)cc2)cc1OC (configuration not stated)	16.4	99.9	89.4	17.1	97.8	-0.7	103.7	98.5
COc1cnc(-c2ccccn2)nc1Sc1ccc(C)cc1	-0.2	87.8	116.6	-8.0	101.0	4.8	99.2	98.6
O=C(NC1CCCCC1)C(c1ccccn1)N(C(=O)Cc1cccs1)c1ccc(Cl)cc1 (configuration not stated)	8.6	93.8	92.2	6.2	96.8	18.7	95.4	96.4
Cc1cc(NC(=O)C2CC2)ncc1NC(=O)C12CC3CC(CC(C3)C1)C2	-1.4	91.2	98.5	1.8	88.4	-6.1	82.5	97.0
Nc1nncn1C(=O)CCCOc1ccccc1	-0.4	86.8	.	0.3	94.2	0.4	78.6	91.9
Nc1nnc(-c2ccccc2Cl)s1	3.0	111.3	108.2	-18.4	109.5	-17.4	113.5	101.6
O=C(OCCN1C(=O)c2ccccc2C1=O)c1cccs1	0.7	97.1	99.0	1.0	106.0	-0.8	96.2	97.5
CCOC(=O)/C(C(C)=O)=C1/OC(=O)c2ccccc21	1.3	100.2	100.7	6.6	97.7	-7.7	101.1	97.4
C/C(N)=C(/C#N)C(=O)CN1C(=O)NC(Cc2c[nH]c3ccccc23)C1=O (configuration not stated)	5.5	90.8	83.2	4.8	95.3	-5.2	99.7	88.1
Cn1cc(S(=O)(=O)N2CCCC2)cc1C(=O)N1CCN(c2cccc(Cl)c2)CC1	1.1	96.9	105.7	7.5	109.2	10.6	97.8	96.8
CN(Cc1ccon1)Cc1cn[nH]c1-c1ccc(-c2ccccc2)cc1	52.4*	97.5	97.1	7.5	99.5	5.5	93.9	97.6
CC(OC(=O)/C=C/c1ccc2ccccc2n1)C(=O)Nc1ccc(S(N)(=O)=O)cc1 (configuration not stated)	9.4	101.2	115.0	-8.4	93.4	1.6	86.8	94.0
Cn1c(=O)c2c(nc(N/N=C/c3cccnc3)n2Cc2ccc(F)cc2)n(C)c1=O	9.9	101.7	103.3	10.3	101.0	5.0	102.6	101.0
CC(C)C(NC(=O)c1ccc(Cl)cc1Cl)C(=O)N1CCN(S(=O)(=O)c2ccccc2)CC1 (configuration not stated)	1.3	100.5	93.9	1.7	98.9	-3.6	105.0	101.9
CC(=O)c1ccc(OCC(C)C)c(Cc2c(O)nc(N)[nH]c2=O)c1	0.9	100.0	96.2	-1.4	95.7	7.3	98.4	98.9
COc1ccc(/C=C2\SC(=S)N(CCC(=O)Nc3ccccc3C(=O)O)C2=O)cc1	-0.9	94.1	94.8	6.2	100.8	-2.2	97.2	103.3
N#C/C(=C\c1ccc2c(c1)OCCO2)C(=O)NC1CCCCC1	0.0	95.7	97.5	7.0	98.4	-1.8	105.8	108.5
Cc1ccccc1OCc1nnc(SCc2cc(=O)[nH]c3ccccc23)n1-c1ccccc1	1.4	107.3	100.5	-10.3	110.4	10.9	109.0	108.3
